Source: PubChem BioAssay (several laboratories)
pPAFAH inh: inhibitors of human plasma PAF acetylhydrolase (pPAFAH) | Q13093 | recombinant pPAFAH, FP-rhodamine probe fluorescence polarization | inhibition, % at 3.39 µM | actives 1.5% (n = 330,000) | AID 463082;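 active = inhibition above the mean inhibition across the screen plus 3 SD, cut at about 25% in these data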;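 note: inhibitors block binding of the rhodamine activity-based probe so polarization drops; 0% = enzyme with DMSO and 100% = wells lacking pPAFAH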
MCL1-BIM inh: inhibitors of human MCL1 binding to BIM-BH3 peptide | Q07820 | GST-MCL1 / FITC-Bim-BH3 fluorescence polarization | inhibition, % at 10.9 µM | actives 0.68% (n = 320,000) | AID 2057;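 active = inhibition above the mean inhibition of all tested compounds plus 3 SD, set per campaign, cut at about 40% in these data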;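 note: 0% = DMSO wells and 100% = unlabeled Bim-BH3 peptide control; higher means more loss of mP so more displacement of Bim peptide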
MEX-5 binding: C. elegans MEX-5 TCR-2 RNA binding activity. activity score (negative = inhibition of binding), % at 10 µM. actives 0.38% (n = 300,000). MEX-5/FITC-TCR2 RNA binding, fluorescence polarization; stronger effect = lower value. AID 1832;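 active = inhibition past about -25% in most replicates, and total fluorescence under double the plate's negative control median, limit read from the data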;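 note: 0% = DMSO and -100% = 5 µM competing unlabeled TCR2 RNA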
Target sequence (Q9XUB2 whole entry, looked up): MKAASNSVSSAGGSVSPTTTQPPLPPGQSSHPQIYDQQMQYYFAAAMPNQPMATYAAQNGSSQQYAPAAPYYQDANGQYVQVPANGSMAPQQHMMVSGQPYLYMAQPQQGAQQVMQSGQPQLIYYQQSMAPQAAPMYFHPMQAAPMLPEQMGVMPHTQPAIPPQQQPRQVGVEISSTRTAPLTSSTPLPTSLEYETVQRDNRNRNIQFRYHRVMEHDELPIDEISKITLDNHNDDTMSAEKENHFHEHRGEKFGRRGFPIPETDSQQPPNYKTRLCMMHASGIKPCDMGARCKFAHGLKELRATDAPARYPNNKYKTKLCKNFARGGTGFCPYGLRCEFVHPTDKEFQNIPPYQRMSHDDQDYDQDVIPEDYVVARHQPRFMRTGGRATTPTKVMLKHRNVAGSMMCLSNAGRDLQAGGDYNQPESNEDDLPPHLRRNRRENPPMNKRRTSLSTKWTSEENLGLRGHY
AHR activator: human AHR activation; AHR-responsive luciferase reporter cells, luminescence; actives 2.5% (n = 320,000); AID 2796; P35869; activation, % at 5 µM; in the data active = activation above about 47%;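 note: 0% = vehicle wells and 100% = reference agonist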
BCLXL inh: blocks human Bcl-xL binding to Bim BH3 peptide. Q07817. inhibition, % at 10.9 µM. actives 0.7% (n = 320,000). GST-Bcl-xL / FITC-Bim BH3 peptide fluorescence polarization. AID 2129;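 active = inhibition above the mean of all tested compounds plus 3 SD, cutoff set per campaign, cut at about 30% in these data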;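 note: 0% = DMSO wells and 100% = unlabeled Bim-BH3 peptide competitor; inhibitors lower millipolarization by displacing the labeled peptide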
Target sequence (Q07817 whole entry, looked up): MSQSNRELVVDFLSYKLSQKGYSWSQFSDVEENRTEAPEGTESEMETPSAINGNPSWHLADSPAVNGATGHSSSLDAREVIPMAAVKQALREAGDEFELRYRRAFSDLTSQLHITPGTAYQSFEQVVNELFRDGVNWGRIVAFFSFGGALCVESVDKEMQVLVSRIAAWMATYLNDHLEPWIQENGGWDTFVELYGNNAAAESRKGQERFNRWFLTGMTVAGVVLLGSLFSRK
PAFAH1B2 FP inh: PAFAH1B2 (human) inhibition. P68402. recombinant PAFAH1B2, FP-rhodamine activity probe, fluorescence polarization. inhibition, % at 3.39 µM. actives 1.2% (n = 340,000);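 active = inhibition above the mean of all tested compounds plus 3 SD, cut at about 24% in these data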;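 note: 0% = enzyme with DMSO and 100% = wells lacking PAFAH1B2; many of its hits are not listed in these tables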
PME-1 inh: PME-1 (human) inhibition. Q9Y570. actives 0.53% (n = 320,000). recombinant PME-1, FP-Rh probe fluorescence polarization. inhibition, % at 5.9 µM;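 active = inhibition above the campaign mean of all compounds plus 3 SD, cut at about 26% in these data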;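 note: competitive labeling of PME-1 active site by serine hydrolase directed probe; 0% = PME-1 with DMSO and 100% = wells lacking PME-1 enzyme; inhibitors block probe labeling so polarization falls and inhibition rises; many of its hits are not listed in these tables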
Target sequence (Q9Y570 whole entry, looked up): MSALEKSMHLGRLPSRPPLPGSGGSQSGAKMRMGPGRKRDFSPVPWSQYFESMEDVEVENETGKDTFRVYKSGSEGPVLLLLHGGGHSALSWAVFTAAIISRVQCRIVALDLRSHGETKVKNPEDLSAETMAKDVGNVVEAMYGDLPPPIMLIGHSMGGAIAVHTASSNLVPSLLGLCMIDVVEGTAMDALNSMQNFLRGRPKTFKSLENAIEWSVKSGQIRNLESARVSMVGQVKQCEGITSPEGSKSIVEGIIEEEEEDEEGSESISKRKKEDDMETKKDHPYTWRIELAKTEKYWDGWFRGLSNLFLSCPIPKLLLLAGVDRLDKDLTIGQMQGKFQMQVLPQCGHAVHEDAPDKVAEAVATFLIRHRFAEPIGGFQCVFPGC
GLD-1 TGE inh: GLD-1-TGE RNA interaction inhibition (C. elegans); AID 2280; inhibition, % at 5.96 µM; purified GLD-1 + fluorescein TGE RNA, fluorescence polarization; actives 0.44% (n = 320,000);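 active = percent inhibition above a per-plate cutoff, the plate mean of test compounds plus 3 SD, cut at about 30% in these data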;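 note: 0% = DMSO wells with GLD-1 and probe and 100% = wells lacking GLD-1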
Fam108B inh: counter-screen for RBBP9 inhibitors: inhibitors of mouse Fam108B; recombinant Fam108B, FP-Rh probe fluorescence polarization; inhibition, % at 9.51 µM; actives 0.33% (n = 300,000); AID 1947;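 active = inhibition above the screen mean inhibition plus 3 SD, computed separately per campaign, cut at about 18% in these data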;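 note: inhibitors lower polarization as less probe binds the enzyme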
* marks the source's active call; other numbers are inactive results; nt = not tested or not shown. An excerpt; the hit share may differ from the screen's.

SMILES	pPAFAH inh	MCL1-BIM inh	MEX-5 binding	AHR activator	BCLXL inh	PAFAH1B2 FP inh	PME-1 inh	GLD-1 TGE inh	Fam108B inh
O=C(C1CCN(S(=O)(=O)c2ccccc2)CC1)N(CCc1ccccc1)Cc1ccco1	5	-4	1.3	9	3	10	22	-3	-4
Cc1cc(NC(=O)Cc2cccs2)no1	54*	62*	nt	15	10	2	14	-12	12
COC(=O)Cn1cc(/C=N/NC(=O)COc2cccc3cccnc23)c2ccccc21	1	8	0.2	25	-2	3	3	-4	-2
CCNC(=O)NC(=O)CSc1cccc(C(F)(F)F)c1	-4	4	0.6	-1	3	2	0	3	-5
CCc1nnc(SCC(=O)Nc2nccs2)n1CC	1	1	1.1	5	1	-2	4	16	0
CC(=O)Cc1nsc(Nc2ccc(F)cc2)n1	-3	3	nt	6	4	2	-8	2	-3
CC(=O)n1cc(N(C(=O)CCl)c2ccc(Cl)cc2)c2ccccc21	0	11	0.3	4	5	nt	-4	8	-2
Nc1cccc(CCc2nc3cc4ccccc4cc3[nH]2)c1	11	2	5.5	62*	7	6	3	1	3
COCCNC(=O)c1ccc(NS(=O)(=O)c2ccc3[nH]c(=O)[nH]c3c2)cc1	3	5	0.2	2	3	-4	0	7	-3
Cc1nn(CCCC(=O)NCc2ccccc2Cl)c(=O)c2nccn12	1	6	-1.8	-1	6	1	-2	-3	0
O=C(Cc1c(Cl)cccc1Cl)Nc1ccncc1Cl	-6	-7	-0.1	30	-4	-5	5	-5	2
COC(=O)[C@]1(Cc2ccccc2)N[C@H](CN(C)S(=O)(=O)c2ccc(OC)cc2)[C@@H]2C(=O)N(C)C(=O)[C@@H]21	2	nt	nt	0	nt	4	nt	4	nt
CCc1sc(NC(=O)COC)nc1-c1ccccc1	-1	-1	0.4	3	7	6	-2	-5	3
CSc1ccc(C2c3[nH]c4ccccc4c3CCN2C(=O)c2cc(C)n(C)n2)cc1 (stereo unspecified)	7	-2	1.3	49*	1	nt	1	4	-2
CC(C)Cn1c(SCC(=O)NC(=O)Nc2ccc3c(c2)OCCO3)nc2ccccc2c1=O	-1	5	-0.6	1	6	4	-2	3	-7
CC(=O)Nc1cc2c(nc1C)nc(C)n2Cc1ccc(Br)cc1	6	12	0.1	12	8	8	0	12	4
CC(C)(C)c1nnc(NC(=O)C2CCN(c3ncccn3)CC2)s1	2	-2	-4.8	3	2	-3	0	4	1
CCN1CCN(c2ccc(NC(=O)COc3ccc([N+](=O)[O-])cc3)cc2)CC1	-2	3	-0.6	0	0	7	1	3	-4
COc1ccc2cc(Br)ccc2c1CC(=O)N1CCCC1	-1	0	2.5	3	4	4	-7	-9	1
Cn1nnc(NC(=O)c2cccc([N+](=O)[O-])c2)n1	1	5	2.5	3	5	-2	4	0	1
Cc1ccc(C2(C)NC(=O)N(CC(=O)NCc3ccccc3Cl)C2=O)cc1 (stereo unspecified)	0	3	3.1	2	1	3	-3	0	-1
Nc1ccc(C#Cc2c(-c3ccsc3)oc3ccc(N4CCOCC4)cc23)cc1	11	7	1.5	70*	4	0	6	11	11
COc1ccc(NC(=S)N2CCN(CCN=CC3=C(O)CC(c4ccccc4)CC3=O)CC2)cc1 (stereo unspecified)	-1	11	-0.1	2	10	-1	-1	3	2
Cc1ccc(N2C(=O)N3[C@H](c4cccc(C)c4)[C@@H]4C(=O)N(Cc5ccccc5)C(=O)[C@@H]4[C@]3(C)C2=O)cc1	-1	6	-0.5	4	7	5	6	6	-2
C=CCN(C(=O)CNC(=O)c1ccco1)C(C(=O)NC1CCCCC1)c1ccccc1 (stereo unspecified)	-4	1	0.8	1	5	1	4	2	3
SMILES	pPAFAH inh	MCL1-BIM inh	MEX-5 binding	AHR activator	BCLXL inh	PAFAH1B2 FP inh	PME-1 inh	GLD-1 TGE inh	Fam108B inh
Brc1ccc(OCCOCCOc2cccc3cccnc23)cc1	6	9	4.6	6	6	6	8	7	1
COC(=O)c1ccc(C(=O)OC)c(NC(=O)CN2CCN(c3ccccc3OC)CC2)c1	2	-6	-1.6	1	-1	-2	2	2	0
Cc1cc(C)n(CCCC(=O)O)n1	-8	4	2.6	0	2	2	-2	-15	3
COc1ccc(Cl)cc1Nc1nc(C)cc(=O)[nH]1	-5	-5	-2.9	23	-6	0	2	-1	-6
Cc1ccc2nc3n(c(=O)c2c1)CCC3	3	10	-3.9	1	7	8	1	4	-4
COCCN(C(=O)COC(=O)/C=C/c1ccc(OC)c(OC)c1)c1c(N)n(Cc2ccccc2)c(=O)[nH]c1=O	-5	-1	-3.1	2	2	2	0	-5	1
N#Cc1cccc(NC(=O)CCNC(=O)c2ccccc2Cl)c1	-2	-4	1.1	-3	0	1	7	9	0
Cc1cccc(-n2ncc3c(NCCCO)ncnc32)c1	-4	-6	-1.2	19	-6	3	1	2	1
Cc1ccc(NC(=O)CSc2nc(O)c(Cc3ccccc3)c(=O)n2-c2ccccc2)cc1	6	14	-0.5	1	5	-1	3	-5	-1
Cc1ccc(/C=C/C(=O)NCC2COc3ccccc3O2)o1 (stereo unspecified)	12	4	0.1	5	5	-4	-3	4	-2
COCC1CCN(C(=O)c2cc(COc3ccc4c(c3)CCCC4)on2)C1 (stereo unspecified)	2	2	1.9	3	6	-1	-2	3	-6
Cc1cccc(N(Cc2cc3ccccc3[nH]c2=O)S(=O)(=O)c2ccccc2)c1	1	5	-1.4	12	3	6	-1	12	-4
O=C(NCC(c1cccs1)N1CCOCC1)c1ccccc1NS(=O)(=O)c1cccc([N+](=O)[O-])c1 (stereo unspecified)	3	-9	1.3	7	-3	8	3	-1	0
Cn1c(CCc2nc3ccccc3[nH]2)n[nH]c1=S	3	-8	21	0	-3	7	6	-5	0
Cc1ccc(-n2cnc3cc(NCc4cccs4)ccc32)cc1	22	1	-0.9	7	0	1	6	5	0
CCOc1ccc(C(C(=O)NCC2CCCO2)N(C(=O)c2snc(C(N)=O)c2N)c2ccccc2F)cc1 (stereo unspecified)	3	-4	-0.5	1	5	1	-1	-7	-3
Cc1ccc(C2CCN(C(=S)NC3CCCCC3)C2)cc1 (stereo unspecified)	-1	5	1.9	4	4	-2	4	6	5
Cc1ccccc1C(=O)N1N=C(c2ccc(NS(C)(=O)=O)cc2)CC1c1cccs1 (stereo unspecified)	2	2	-1.1	1	8	4	-3	-3	4
COc1ccc(C(=O)CSc2nnc(CNc3nc(-c4ccccc4)cs3)n2C)cc1	4	-3	-0.8	5	-12	6	-2	3	1
O=C(CN1CCOCC1)Nc1nc2ccc([N+](=O)[O-])cc2s1	-1	-13	1.4	133*	-8	6	2	-11	0
COc1ccccc1C1CC(c2ccc(Br)cc2)=NN1C(=O)c1cccnc1 (stereo unspecified)	5	13	1.7	63*	3	-2	1	2	-3
Cc1nnc(SCC(=O)NC(=O)NCc2ccco2)n1Cc1ccccc1	4	8	1.6	2	-5	2	0	8	10
Cc1ncoc1C(=O)N1CCCC(C(=O)c2ccc(Oc3ccccc3)cc2)C1 (stereo unspecified)	19	-4	1.2	3	3	1	7	-2	2
Brc1ccc(C2Nc3cccc4cccc(c34)N2)s1	8	5	nt	19	9	15	33*	5	42*
Cc1ccnc(NC(=O)c2cccc(S(=O)(=O)N3CCCc4ccccc43)c2)c1	6	2	1.9	10	0	0	-2	2	-4

Some of these compounds in order of length of the SMILES, largest number first.
SMILES	pPAFAH inh	MCL1-BIM inh	MEX-5 binding	AHR activator	BCLXL inh	PAFAH1B2 FP inh	PME-1 inh	GLD-1 TGE inh	Fam108B inh
COCCN(C(=O)COC(=O)/C=C/c1ccc(OC)c(OC)c1)c1c(N)n(Cc2ccccc2)c(=O)[nH]c1=O	-5	-1	-3.1	2	2	2	0	-5	1
O=C(NCC(c1cccs1)N1CCOCC1)c1ccccc1NS(=O)(=O)c1cccc([N+](=O)[O-])c1 (stereo unspecified)	3	-9	1.3	7	-3	8	3	-1	0
CCOc1ccc(C(C(=O)NCC2CCCO2)N(C(=O)c2snc(C(N)=O)c2N)c2ccccc2F)cc1 (stereo unspecified)	3	-4	-0.5	1	5	1	-1	-7	-3
Cc1ccccc1C(=O)N1N=C(c2ccc(NS(C)(=O)=O)cc2)CC1c1cccs1 (stereo unspecified)	2	2	-1.1	1	8	4	-3	-3	4
Cc1cccc(N(Cc2cc3ccccc3[nH]c2=O)S(=O)(=O)c2ccccc2)c1	1	5	-1.4	12	3	6	-1	12	-4
Cc1ccnc(NC(=O)c2cccc(S(=O)(=O)N3CCCc4ccccc43)c2)c1	6	2	1.9	10	0	0	-2	2	-4
COc1ccc(C(=O)CSc2nnc(CNc3nc(-c4ccccc4)cs3)n2C)cc1	4	-3	-0.8	5	-12	6	-2	3	1
Cc1ncoc1C(=O)N1CCCC(C(=O)c2ccc(Oc3ccccc3)cc2)C1 (stereo unspecified)	19	-4	1.2	3	3	1	7	-2	2
COCC1CCN(C(=O)c2cc(COc3ccc4c(c3)CCCC4)on2)C1 (stereo unspecified)	2	2	1.9	3	6	-1	-2	3	-6
Cc1nnc(SCC(=O)NC(=O)NCc2ccco2)n1Cc1ccccc1	4	8	1.6	2	-5	2	0	8	10
Cc1ccc(-n2cnc3cc(NCc4cccs4)ccc32)cc1	22	1	-0.9	7	0	1	6	5	0
Brc1ccc(C2Nc3cccc4cccc(c34)N2)s1	8	5	nt	19	9	15	33*	5	42*
Cc1cc(C)n(CCCC(=O)O)n1	-8	4	2.6	0	2	2	-2	-15	3

Remaining list, next part:
SMILES	pPAFAH inh	MCL1-BIM inh	MEX-5 binding	AHR activator	BCLXL inh	PAFAH1B2 FP inh	PME-1 inh	GLD-1 TGE inh	Fam108B inh
COC(=O)Nc1ccc(S(=O)(=O)N2CCN(c3ccc(F)cc3)CC2)cc1	-3	-7	2.0	5	-6	4	-11	-1	0
Cc1ccc(C(=O)N=c2sccn2C)cc1C	3	11	0.1	194*	5	0	7	1	3
C[C@H](CO)N1C[C@H](C)[C@@H](CN(C)C)Oc2c(NS(=O)(=O)c3ccc(F)cc3)cccc2C1=O	-2	nt	nt	0	nt	6	nt	6	nt
O=C(N/N=C/c1ccccc1C(=O)O)c1cccc(S(=O)(=O)N2CCOCC2)c1	0	-6	nt	3	-5	6	2	-1	nt
Cn1c(SCc2ccc([N+](=O)[O-])cc2)nnc1-c1ccncc1	6	6	0.4	1	-2	1	2	-3	5
O=Cc1ccc(OCC(=O)NC(=O)NC2CCCCC2)cc1	0	-9	3.2	-4	1	3	-3	9	2
CC(C)NC(=O)N(C)C[C@H]1Oc2ccc(NC(=O)NC3CCCCC3)cc2C(=O)N([C@H](C)CO)C[C@@H]1C	-8	nt	nt	-1	nt	2	nt	1	nt
Cc1onc(-c2c(Cl)cccc2Cl)c1C(=O)OCC(=O)c1ccccc1	3	4	0.1	-1	0	-4	3	-6	0
COc1ccc(NC(=O)CSc2nnc(C3CC3)n2N)cc1	5	-7	1.0	2	-5	3	-1	-2	0
COC(=O)COc1ccc2c(=O)c(-c3ccccc3)coc2c1	7	0	0.2	-1	4	3	4	-2	0
NS(=O)(=O)c1cccc(NC(=O)CC23CC4CC(C2)CC(CC(=O)Nc2cccc(S(N)(=O)=O)c2)(C4)C3)c1	6	-10	1.0	1	-2	36*	-3	-2	-3
